# Assay outcomes deposited in PubChem BioAssay by several laboratories.
# p97 inhibitor: blocks human p97 ATPase activity | P55072 | recombinant p97 ATPase, Kinase-Glo ATP luminescence, 3 h | inhibition, % at 8 µM | 220,000 tested, 0.42% active | AID 1481; in the data active = inhibition above about 15%;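 note: 0% = DMSO vehicle and 100% = wells lacking enzyme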
# Runt-SMMHC FRET: inhibitors of human RUNX1 Runt domain binding to CBFb-SMMHC; Q01196+Q13951; Cerulean-Runt/Venus-CBFb-SMMHC FRET ratio 530/480, 1 h; inhibition, % at 20 µM; 220,000 tested, 0.74% active;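 active = mean inhibition across duplicate retests at 20 µM reaching about 50%, limit read from the data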;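 note: 0% = DMSO wells and 100% = wells with excess untagged CBFb-SMMHC; inhibitors lower the FRET ratio by blocking Runt binding to CBFb-SMMHC; some results filed as inactive read as strong as hits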
# Target sequence (Q01196 whole entry, looked up, the tested form may be a part): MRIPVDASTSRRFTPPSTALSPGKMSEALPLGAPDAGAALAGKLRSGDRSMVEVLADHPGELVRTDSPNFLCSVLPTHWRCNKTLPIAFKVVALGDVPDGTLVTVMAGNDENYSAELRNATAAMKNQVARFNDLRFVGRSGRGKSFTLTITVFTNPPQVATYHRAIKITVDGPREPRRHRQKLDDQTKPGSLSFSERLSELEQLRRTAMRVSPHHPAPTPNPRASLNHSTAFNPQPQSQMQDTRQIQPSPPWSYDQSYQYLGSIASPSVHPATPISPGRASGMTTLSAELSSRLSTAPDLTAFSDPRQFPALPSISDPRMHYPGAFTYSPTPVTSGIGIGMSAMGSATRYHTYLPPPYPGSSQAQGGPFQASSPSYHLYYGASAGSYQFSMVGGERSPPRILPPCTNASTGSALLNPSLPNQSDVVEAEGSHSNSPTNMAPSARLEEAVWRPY
# Target sequence (Q13951 whole entry, looked up, the tested form may be a part): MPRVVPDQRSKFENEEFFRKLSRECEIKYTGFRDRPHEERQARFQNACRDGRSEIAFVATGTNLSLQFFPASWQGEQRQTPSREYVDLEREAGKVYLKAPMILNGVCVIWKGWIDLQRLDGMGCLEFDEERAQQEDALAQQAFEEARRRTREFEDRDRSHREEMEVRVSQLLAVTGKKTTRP
# MDM2 E3 inh: blocks human Mdm2 ubiquitin ligase activity; Q00987; cell-based MDM2 ubiquitination luciferase reporter, 2 h; 0 = plate control, 100 = twice control, blank-subtracted; signal enhancement, % at 5 µM; 210,000 tested, 0.11% active;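 active = signal enhancement of 30% or more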;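 note: luminescence tracks abundance of the self-degrading MDM2-luciferase fusion protein; higher signal means inhibition of MDM2 E3 ligase activity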
#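 Buffer or medium: Cells held in DMEM | Assay system: Stable mammalian line carrying autodegrading MDM2–luciferase fusion reporter | Quantity: 2000 cells/well | Times: 4 h settle plus 2 h compound, 37 °C | Doses: One concentration, 5 µM, with 0.2% DMSO | Technique: Luminescence with SteadyLite reagent, 15 min at room temperature | Benchmarks: Plate controls and plate blanks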
# Runt-CBFb FRET: Runt domain-CBFb interaction inhibition. 220,000 tested, 0.46% active. inhibition, % at 20 µM. Cerulean-Runt/Venus-CBFb FRET ratio 530/480, 1 h. AID 1496. Q01196+Q13951;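 active = inhibition over about 50% at 20 µM in the single-dose screen, limit read from the data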;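 note: 0% = DMSO wells and 100% = excess unlabeled CBFb competitor control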
#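 Buffer or medium: Tris pH 7.5 buffer with BSA. Assay system: Cerulean-labeled Runt domain protein. Amount: each fluorescent fusion protein 100 nM. Read-out basis: loss of energy transfer signal. Incubation: 1 h compound exposure, room temperature. Probe or stimulus: Venus-CBFb binding partner, 100 nM. Detection: FRET, excitation 422 nm, emission at 530 and 480 nm.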
# NPY Y1 blocker: NPY-Y1 (human) receptor antagonism | P25929 | HEK293-CNG Y1 cells, membrane potential fluorescence; NPY at EC95, then isoproterenol | inhibition, % at 3.6 µM | 200,000 tested, 1% active;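 active = inhibition above the campaign mean inhibition of all tested compounds plus 3 SD, cut at about 20% in these data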;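 note: 0% = DMSO wells given NPY plus isoproterenol and 100% = isoproterenol alone without NPY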
# Target sequence (P25929 whole entry, looked up): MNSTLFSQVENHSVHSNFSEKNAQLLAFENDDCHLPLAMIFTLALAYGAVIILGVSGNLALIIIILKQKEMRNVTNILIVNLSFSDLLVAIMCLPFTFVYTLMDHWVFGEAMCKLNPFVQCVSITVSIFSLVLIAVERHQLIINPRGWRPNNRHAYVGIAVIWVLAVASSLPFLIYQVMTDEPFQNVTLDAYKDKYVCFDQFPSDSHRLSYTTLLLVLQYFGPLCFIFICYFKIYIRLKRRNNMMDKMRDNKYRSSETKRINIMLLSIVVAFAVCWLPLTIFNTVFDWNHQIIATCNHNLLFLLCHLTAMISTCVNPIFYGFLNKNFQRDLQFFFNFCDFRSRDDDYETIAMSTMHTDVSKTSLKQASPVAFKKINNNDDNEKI
#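 Benchmarks – high control isoproterenol alone, low control NPY with isoproterenol · Material – HEK293 Y1/CNG channel cell line · Times – dye 3 h, compound 60 min room temperature, stimulation 45 min · Probe or stimulus – NPY (25 nM), isoproterenol (1 µM), Ro 20-1724 (25 µM) · Evaluation – % inhibition of NPY effect · Signal – fluorescence, membrane potential probe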
# RBBP9 inh: blocks human serine hydrolase RBBP9; 220,000 tested, 0.2% active; recombinant RBBP9, FP-Rh probe fluorescence polarization; inhibition, % at 7.94 µM; AID 1515;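 active = inhibition above the campaign mean of all tested compounds plus 3 SD, cut at about 14% in these data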;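 note: plate controls were DMSO wells with RBBP9 for no effect and wells lacking RBBP9 protein for full effect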
#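 System: RBBP9 protein / Quantity: 2.5 µM RBBP9 dispensing solution, before mixing / Also added: Serine-hydrolase probe FP-Rh, 375 nM pre-mixing / Dosing: 7.94 µM single dose, 0.794% DMSO / Timing: enzyme-compound preincubation 30 min, then probe labeling 45 min, 25 °C / Signal: FP readout at 525/598 nm / Controls: DMSO-treated enzyme wells and wells lacking RBBP9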
# Hck Nef HTS: blocks Nef-activated human Hck kinase | Recombinant Hck-YEEI plus Nef, Z-Lyte FRET kinase assay | inhibition, % at 20 µM | 220,000 tested, 0.68% active;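 active = Hck-Nef kinase inhibition above about 50%, limit read from the data; inactive = inhibition below that limit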;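 note: 0% = DMSO with Hck plus Nef and 100% = Hck alone without Nef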
# NPY1 pot ag: potentiators or agonists of human neuropeptide Y receptor Y1; 220,000 tested, 0.37% active; NPY-Y1 expressing cells, potentiator/agonist activation; activation, % at 3.6 µM; in the data active = activation above about 33%, passing the limit was not always enough;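 note: cells stimulated with NPY at EC10 then isoproterenol at EC100; 0% = low agonist plus stimulus and 100% = saturating agonist plus stimulus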
# NPY2 pot ag: potentiates or activates human NPY-Y2 receptor; cells expressing NPY-Y2, potentiator/agonist read-out; 220,000 tested, 0.45% active; P49146; AID 1359; activation, % at 3.6 µM; in the data active = activation above about 27%;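 note: cells stimulated with NPY near EC25 plus isoproterenol at EC100; 0% = vehicle plus submaximal agonist and 100% = vehicle plus saturating agonist; some results beyond the cut were filed as inactive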
# Active calls of the source: *; nt = not tested or not shown; & = joins results of further samples.
SMILES,p97 inhibitor,Runt-SMMHC FRET,MDM2 E3 inh,Runt-CBFb FRET,NPY Y1 blocker,RBBP9 inh,Hck Nef HTS,NPY1 pot ag,NPY2 pot ag
O=C(Nc1nc(-c2ccc(S(=O)(=O)N3CCCCCC3)cc2)cs1)c1ccccc1,-5,-2,-14,1,-1,-16,-20,-33,-15
CCOc1ccc(NC(=O)c2ccc(Br)o2)c([N+](=O)[O-])c1,-6,-9,3,nt,4,-7,-1,-6,12
Cc1cccc(NC(=S)N(CCCN2CCOCC2)C(C)c2cc3ccccc3o2)c1C (stereo unspecified),5,4,-4,-3,20,4,18,-11,-7
COC(=O)CCNc1ccc2c(c1)OCCO2,3,-1,-11,5,-3,-9,2,22,-24
Cn1c(SCc2ccc(C#N)cc2Cl)nc2ccccc21,-6,8,-14,-4,4,-10,1,-21,-40
CC(=C/c1ccccc1)/C=N/n1c(-c2ccco2)n[nH]c1=S,3,16,-11,14,1,3,2,-5,-2
CC(=O)c1cccc(NC(=O)N2CCCc3ccccc32)c1,2,3,-8,-1,1,-2,9,-21,5
Cn1cc(S(=O)(=O)CC(=O)Nc2ccc(Br)cc2)c2ccccc21,-13,-2,-14,2,-2,-2,3,6,6
CCOc1ccc(NC(=O)c2ccc(CSc3nnnn3C)cc2)cc1,-1,1,-12,-5,0,-4,1,10,-2
Cc1ccc2cc(CN(CCN(C)C)C(=O)Nc3ccc(Cl)cc3)c(=O)[nH]c2c1,4,nt,-22,nt,1,1,12,-17,-19
COc1cc(/C=N/N=C2/SCC(=O)N2c2ccc(O)cc2)ccc1O,6,3,15,2,3,-2,22,4,1
COc1cc2oc(-c3ccc(O)cc3)cc(=O)c2c(O)c1OC,nt,-3,-40,0,nt,nt,89*,nt,nt
Cc1ccsc1/C=C1/SC(N2CC(C)OC(C)C2)=NC1=O (stereo unspecified),-1,2,0,3,5,-8,1,10,-2
O=C(c1cccc(F)c1)n1nnc2ccccc21,4,1,-12,1,-1,-1,-2,9,10
COc1cc(NC(=O)C2CCCC2)c(OC)cc1Cl,-4,0,-26,-1,0,-4,0,-9,-15
COc1ccc(CNC(=O)COC(=O)c2ccccc2OCC(=O)Nc2ccc(SC(F)F)cc2)cc1,0,1,-8,1,nt,1,16,8,-10
Cc1nn(C(=O)N2CCCCC2)c(C)c1CN1C(=O)c2ccccc2C1=O,4,-2,-3,-1,6,-8,1,-9,-12
COc1ccc([N+](=O)[O-])cc1NC(=O)CS(=O)(=O)c1ccc(C)cc1,4,2,nt,0,2,-5,-7,-9,9
COc1cccc(-n2c(SC)nnc2-c2c[nH]c3ccccc23)c1,-7,-1,-14,1,0,-4,0,16,13
COc1ccc(/C=C/C(=O)Nc2cc(C(F)(F)F)ccc2Cl)cc1,2,2,-22,0,11,-8,0,-24,-16
COCCNC(=S)NC1CC2CCCC(C1)N2Cc1cccs1 (stereo unspecified),0,3,-5,0,1,-7,0,4,-7
COCCn1c(-c2ccc(OC)c(OC)c2)nc2ccccc21,2,-1,-6,1,2,-3,13,1,-15
CC(C(=O)Nc1ccccc1-c1ccccc1)N1CCOCC1 (stereo unspecified),3,0,-14,2,-2,-9,3,21,12
CCCOC(=O)C1[C@H]2C(=O)N(C(C)c3ccc(OC)cc3)C[C@]23C=C[C@H]1O3 (stereo partly specified),-4,-1,-34,-2,-2,1,2,-5,-29
O=C(CCN1CCN(c2ccccc2)CC1)Nc1ccc(OCc2ccccc2)cc1,3,3,-13,3,1,-3,16,10,10
# The results go on.
SMILES,p97 inhibitor,Runt-SMMHC FRET,MDM2 E3 inh,Runt-CBFb FRET,NPY Y1 blocker,RBBP9 inh,Hck Nef HTS,NPY1 pot ag,NPY2 pot ag
O=C(CN1CCN(C(=O)c2ccco2)CC1)Nc1cc(Cl)ccc1Cl,0,-4,-5,-2,10,2,1,-13,10
O=C(CCCN1C(=O)/C(=C\c2cccs2)SC1=S)Nc1ccc(C(=O)O)cc1,-1,3,-11,-1,-6,-3,16,-10,-7
COc1ccc(N2CCCn3c2nc2c3c(=O)n(Cc3ccc(C)cc3)c(=O)n2C)c(OC)c1,-4,2,6,-6,2,5,-21,3,-8
COc1cc2c(cc1OC)C(c1ccccc1O)N(C1CC(=O)N(c3ccccc3)C1=O)CC2 (stereo unspecified),-2,9,3,0,1,3,0,-20,-12
Nc1nnc(SCc2ccc(F)cc2Cl)s1,0,-3,-4,1,1,-5,-1,-42,-12
CCc1ccccc1NC(=S)/N=C(\N)Nc1nc(C)c2cc(C)ccc2n1,4,-3,-22,1,10,-5,0,3,-13
Cc1[nH]nc(SCC(=O)NCCc2ccccc2)c1[N+](=O)[O-],5,-2,1,-1,4,-8,19,-9,4
CCOc1cc(C(=O)NCCN2CCOCC2)cc(OCC)c1OCC,2,3,-12,1,-5,-1,1,13,6
c1ccc(CSC2=NNC(c3ccccn3)S2)cc1 (stereo unspecified),-4,1,37*,2,nt,-9,20,10,-25
Cc1ccc(CN2C(=O)CCC2C(=O)NCCN2CCN(c3cccc(Cl)c3)CC2)cc1 (stereo unspecified),-3,1,-10,-2,nt,-1,10,11,-1
COc1ccc(S(=O)(=O)Nc2ccc(Cl)cn2)c(C)c1C,3,1,-10,-1,-9,-5,0,59*,37*
Cc1ccc(/C(=N\O)c2oc3c(C)c4oc(=O)cc(C)c4cc3c2C)cc1,0,5,3,0,5,-14,-6,-36,-4
[O-]/C(=C(\C(=S)Nc1cccc2ccccc12)[n+]1ccccc1)c1ccc(OC(F)F)cc1,8,11,-15,21,3,0,4,-8,3
Cc1ccc(P(=O)(O)c2ccc(C)cc2)cc1,0,0,-9,-2,5,-9,4,-6,-3
O=C(NCC(=O)N(c1cccc(F)c1)C(C(=O)NC1CCCC1)c1ccco1)c1ccco1 (stereo unspecified),-3,3,-15,-2,5,-2,22,0,-10
CCNc1nc(NC(C)C)nc(NS(=O)(=O)c2ccc(N)cc2)n1,-1,2,-7,0,14,4,1,-7,-2
COc1cc([C@@H]2[C@H]3CN(C)CC=C3C(C#N)=C(N)C2(C#N)C#N)cc2c1OCO2,-1,62*,-3,30,-2,-1,10,-7,-6
O=C(Nc1ccccc1)Nc1cccc(-c2cn3cccnc3n2)c1,9,-2,7,-2,1,8,21,5,-4
Cc1cc(NC(=O)c2cc3ccccc3oc2=O)no1,0,0,-4,4,1,-7,0,-7,-2
CCCNC(=O)c1cc(S(=O)(=O)N2CCc3ccccc32)ccc1F,2,-5,-13,-3,-3,-4,-1,-12,-4
CC/C(=C/c1sc2ccc(C)cc2[n+]1CCO)SC,-2,0,-3,23,4,-14,19,-12,-13
Brc1ccc(/C=N/n2cnnc2)s1,2,2,1,0,nt,-6,18,13,6
COc1ccc(NC(=O)C2CC2)cc1-n1cnnn1,5,-1,-6,0,1,-6,6,12,11
Cc1noc(NS(=O)(=O)c2ccc(NC(=O)C34CCC(CC3)C4)cc2)c1C,4,-1,10,-1,1,2,1,19,-3
C/C=C(\C)C(=O)Nc1cccc(C2=NOC3(C2)C[C@@H](C(N)=O)N(C(=O)c2cc([N+](=O)[O-])cc([N+](=O)[O-])c2C)C3)c1 (stereo partly specified),nt,2,-1,0,nt,nt,30,nt,nt
# Additional records follow:
SMILES,p97 inhibitor,Runt-SMMHC FRET,MDM2 E3 inh,Runt-CBFb FRET,NPY Y1 blocker,RBBP9 inh,Hck Nef HTS,NPY1 pot ag,NPY2 pot ag
COc1ccc(C2=NOC(C(=O)Nc3cccnc3)C2)cc1OC (stereo unspecified),3,-5,nt,3,nt,0,17,-1,11
CCOC(=O)c1cn(-c2nc(-c3ccc(Cl)cc3)cs2)c2c(F)c(N3CC(C)OC(C)C3)c(F)cc2c1=O (stereo unspecified),1,-4,-7,-2,2,-7,0,-8,-2
NS(=O)(=O)c1ccc(NC(=O)CSc2ncn[nH]2)cc1,1,-1,-2,0,8,-6,-1,6,1
O=C(NCCCO)c1cc2ccccc2[nH]1,2,0,27,0,0,-5,12,4,-8
O=C(Nc1ccccc1C(=O)N1CCOCC1)c1ccc(CSc2ccccc2)cc1,3,0,-29,0,3,-4,7,-3,3
CC1CN(C(=O)c2cccc(COc3ccc(Br)cc3)c2)CC(C)O1 (stereo unspecified),-5,-1,19,-4,8,-1,-4,-20,-17
C=C(C)Cn1c(CCNC(=O)C(C)(C)C)nc2ccccc21,2,2,-2,0,1,-10,-1,3,5
C/C(=N/O)c1ccccn1,5,-2,-5,1,6,-1,12,4,5
Oc1ccccc1N=Cc1c(O)ccc2oc3c(c12)CCCC3,3,-26,-7,-14,nt,-8,-78,10,37
Cc1[nH]c(=O)[nH]c(=O)c1S(=O)(=O)N1CCC(C(=O)NC(C)c2ccccc2)CC1 (stereo unspecified),7,4,-5,1,-2,-10,5,-6,-7
CCCCNC(=O)c1c(O)c2cccc3c2n(c1=O)CCC3,4,-3,13,0,7,-3,-5,-12,3
COc1ccc2c(c1O)C(=O)c1ccccc1C2=O,-1,-8,-4,0,2,-9,18,-19,-21
O=C(O)Cn1c(SCc2cccc3ccccc23)nc2ccccc21,0,-2,-7,nt,0,-2,1,-14,-10
CC(C)CCC(C(=O)O)C(C)CC(=O)NNC(=O)c1ccco1 (stereo unspecified),8&4,-4,-9&3,-1,-1,-3&-1,12&20,-8&6,-10&9
CCn1c(CC(=O)Nc2cccc(Cl)c2Cl)nnc1SCCOc1ccc(OC)cc1,-4,8,-13,-9,7,-12,-15,-25,-17
COc1ccccc1C(=O)O/N=C(\N)c1ccc(Cl)cc1,-1,-10,-12,-1,8,-1,1,-3,-9
COc1ccc(CN2CCOC2=O)cc1OC,7,1,-17,0,nt,-10,1,-8,4
Cc1cc(C)c(S(=O)(=O)N2CCCOC2CNC(=O)C(=O)NCc2ccco2)c(C)c1 (stereo unspecified),-3,2,6,-5,2,3,0,10,0
O=C1CC(c2ccccc2)CC(O)=C1C=Nc1ccccc1Cl (stereo unspecified),4,20,8,-4,11,-4,5,-1,5
CC(C)NC(=O)CSc1nccc(-c2cccs2)n1,8,-3,-3,0,nt,-7,12,19,-3

# Compounds as they come, and some 3.5% of all compounds hit somewhere here.
